IDE act: IDE (human) activation, cell-based; P14735; HEK cells, FAbeta-B cleavage, fluorescence polarization; 0% vehicle, 100% cell-free pure enzyme wells; activation, % at 5.96 µM; hit rate 0.073% among 340,000; AID 493087;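 active = activation above the mean of all tested compounds plus 3 SD, set per screening campaign, cut at about 17% in these data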
VIM-2 inhibitor: inhibitors of Pseudomonas aeruginosa VIM-2 metallo-beta-lactamase; purified VIM-2, nitrocefin hydrolysis, epi-absorbance fluorescence; inhibition, % at 5.6 µM; AID 1527; hit rate 0.89% among 290,000;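 active = inhibition above the mean of all tested compounds plus 3 SD, cutoff set per screening run, cut at about 7.5% in these data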;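 also: red hydrolysis product quenches plate fluorescence so inhibitors raise well fluorescence; 0% = enzyme with DMSO and 100% = DMSO without enzyme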
SUMO HTRF inh: SUMOylation inhibition; HTRF SUMOylation assay, SAE1/SAE2 + UBC9, in vitro; AID 2006; inhibition, % at 35 µM; hit rate 0.36% among 290,000; P63279; in the data active = inhibition above about 50%, passing the limit was not always enough; also: strong numbers were not always called active
IDE inh: inhibitors of human insulin-degrading enzyme in cells; HEK cells, FAbetaB cleavage, fluorescence polarization; inhibition, % at 5.59 µM; hit rate 0.41% among 320,000;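 active = percent inhibition above the average of all tested compounds plus 3 SD, set per screening campaign, cut at about 16% in these data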;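 also: IDE supplied by intact live HEK cells; FP after avidin binding of uncleaved biotin substrate so inhibition keeps polarization high; 0% = DMSO wells and 100% = 60 µM reference IDE inhibitor Ii1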
p-CIP stab down: lowers stability of the mouse p/CIP coactivator protein; F442A p/CIP-EGFP cells, EGFP fluorescence, 16 h; AID 1984; decrease of EGFP signal, % at 10 µM; hit rate 0.01% among 290,000;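 active = EGFP signal decrease of at least 30% at 10 µM or well 3 SD below plate mean, unless failing retest; inactive = the rest, including hits failing retest or dose response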; also: some compounds called inactive have numbers as strong as hits; many of its hits are not listed in these tables
Target sequence (Q05BA5 1-1403): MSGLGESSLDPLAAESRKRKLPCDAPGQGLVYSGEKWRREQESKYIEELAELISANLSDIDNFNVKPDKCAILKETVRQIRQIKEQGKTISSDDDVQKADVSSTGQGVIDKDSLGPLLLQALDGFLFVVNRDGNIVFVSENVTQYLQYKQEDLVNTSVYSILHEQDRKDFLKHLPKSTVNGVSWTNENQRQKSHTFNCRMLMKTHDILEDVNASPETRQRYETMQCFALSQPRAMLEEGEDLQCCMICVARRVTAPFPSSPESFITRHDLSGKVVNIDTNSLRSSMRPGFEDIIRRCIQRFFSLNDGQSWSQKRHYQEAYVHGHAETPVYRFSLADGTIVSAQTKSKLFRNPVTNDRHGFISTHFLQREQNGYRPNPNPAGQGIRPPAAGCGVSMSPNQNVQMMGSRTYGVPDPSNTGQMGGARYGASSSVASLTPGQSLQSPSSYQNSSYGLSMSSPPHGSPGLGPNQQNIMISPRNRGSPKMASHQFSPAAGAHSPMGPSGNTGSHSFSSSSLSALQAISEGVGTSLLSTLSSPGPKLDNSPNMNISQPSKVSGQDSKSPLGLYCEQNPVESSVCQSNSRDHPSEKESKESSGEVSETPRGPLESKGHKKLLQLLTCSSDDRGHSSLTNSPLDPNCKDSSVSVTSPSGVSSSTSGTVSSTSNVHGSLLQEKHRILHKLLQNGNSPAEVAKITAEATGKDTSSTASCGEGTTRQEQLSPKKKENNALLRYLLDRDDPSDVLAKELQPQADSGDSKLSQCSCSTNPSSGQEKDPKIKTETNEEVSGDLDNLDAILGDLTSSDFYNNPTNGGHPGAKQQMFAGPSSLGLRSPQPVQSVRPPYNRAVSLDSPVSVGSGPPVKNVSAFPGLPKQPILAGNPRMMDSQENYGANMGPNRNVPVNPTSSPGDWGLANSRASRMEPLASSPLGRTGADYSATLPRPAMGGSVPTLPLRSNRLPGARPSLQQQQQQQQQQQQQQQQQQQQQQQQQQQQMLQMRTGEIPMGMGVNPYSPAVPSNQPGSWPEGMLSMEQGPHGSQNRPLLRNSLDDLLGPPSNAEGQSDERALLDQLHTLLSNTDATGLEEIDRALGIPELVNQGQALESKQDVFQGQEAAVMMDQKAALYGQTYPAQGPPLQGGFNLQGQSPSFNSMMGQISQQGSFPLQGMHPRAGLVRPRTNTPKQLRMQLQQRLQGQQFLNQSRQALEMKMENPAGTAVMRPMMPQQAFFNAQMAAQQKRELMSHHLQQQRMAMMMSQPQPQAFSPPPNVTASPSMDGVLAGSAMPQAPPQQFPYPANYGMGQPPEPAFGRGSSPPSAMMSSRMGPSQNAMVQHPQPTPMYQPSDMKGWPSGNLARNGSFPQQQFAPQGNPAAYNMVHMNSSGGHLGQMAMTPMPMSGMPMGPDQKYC
IMP-1 inh: blocks Pseudomonas aeruginosa IMP-1 metallo-beta-lactamase. purified IMP-1, nitrocefin hydrolysis, epi-absorbance fluorescence. inhibition, % at 5.6 µM. hit rate 0.45% among 290,000. AID 1556;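 active = inhibition above the mean plus 3 SD of all compounds in the same screening run, cut at about 4.5% in these data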;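 also: 0% = IMP-1 with DMSO and 100% = DMSO wells lacking enzyme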
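system = purified recombinant IMP-1 beta-lactamase | amount = 0.2 nM IMP-1, as dispensed | medium = HEPES buffer pH 7.1 with ZnSO4 and Brij 35 | times = 25 °C, 15 min preincubation, 25 min reaction | detection = plate fluorescence quenching by hydrolysis product, ex 480/em 530 nm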
PfM18AAP inh: PfM18AAP enzyme inhibition; hit rate 1.2% among 290,000; inhibition, % at 7.35 µM; recombinant PfM18AAP, H-Glu-NHMec fluorogenic cleavage; AID 1822;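 active = inhibition above the campaign mean inhibition over all tested compounds plus 3 SD, cut at about 28% in these data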;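 also: 0% = plate median of test compound wells and 100% = 2 mM ZnCl2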
HCV NS3 hel inh: HCV NS3 helicase inhibition; NS3 helicase DNA unwinding, Cy5 molecular beacon fluorescence; AID 1800; inhibition, % at 10.9 µM; hit rate 0.56% among 290,000;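 active = inhibition above the mean of all tested compounds plus 3 SD, set per campaign, cut at about 35% in these data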;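 also: 0% = DMSO wells and 100% = thioflavine S control wells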
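System: HCV NS3 helicase fragment; control set: DMSO and thioflavine S; technique: Cy5 fluorescence at 0 and 60 min, beacon hairpin quenching; reagent: beacon DNA duplex substrate plus ATP; replicates: singlicate; schedule: 1 h reaction at 25 °C, ATP-initiated; medium: MOPS buffer pH 6.5 with MgCl2, DTT, Tween20, BSA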
FID counter: fluorescent intercalator displacement, NS3 helicase counter-screen | hit rate 0.17% among 290,000 | inhibition, % at 7.9 µM | AID 1845 | DNA fluorescent intercalator displacement, fluorescence; in the data active = inhibition above about 37%;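 also: 0% = vehicle and 100% = reference compound; higher means more ethidium bromide displaced from hairpin DNA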
Numbers without * were called inactive; · = no result given. Hits appear at their usual frequency. Share with any hit: about 3.6%.

molecule | IDE act | VIM-2 inhibitor | SUMO HTRF inh | IDE inh | p-CIP stab down | IMP-1 inh | PfM18AAP inh | HCV NS3 hel inh | FID counter
CCN(CCCNC(=O)c1ccc(N2CCCC2=O)cc1)c1cccc(C)c1 | 1 | -1.4 | -2 | -3 | 1 | -5.4 | 41* | 7 | -14
N/C(=N\OC(=O)Cc1ccccc1[N+](=O)[O-])c1cccc(Br)c1 | 2 | -2.7 | -10 | 1 | 4 | -1.5 | 3 | -16 | 4
CSC1=NC(=O)/C(=C\c2cccc3ccccc23)S1 | 0 | -1.2 | -3 | 6 | 7 | -1.3 | -1 | 3 | -23
CC(=O)C1=C(C)OC(N)=C(C#N)C1c1cccc2ccccc12 (stereo not given) | 0 | 2.4 | 4 | 3 | 2 | -0.2 | 4 | 10 | -7
CCCCn1c2c(c(=O)n(C)c1=O)C(c1ccc(OC)cc1)N1CCCCCC1=N2 (stereo not given) | 5 | -1.4 | 8 | 4 | -8 | -2.7 | -8 | -11 | -29
O=C(OCCN1CCOCC1)C(c1ccccc1)c1ccccc1 | 4 | 1.6 | 7 | 0 | -1 | 0.2 | -1 | -12 | 3
CC1(C)CC(=O)c2cc3c(nc2C1)CC(C)(C)CC3=O | 2 | 1.1 | -10 | 13 | -10 | -0.4 | -7 | -2 | -5
COc1ccc(CCNC(=O)C2CC3Cn4c(nc5ccccc54)C3N2C)cc1 (stereo not given) | 6 | · | 7 | 0 | 8 | · | · | · | ·
CN(C(=O)c1ccco1)c1nc(-c2ccc(F)cc2)cs1 | -3 | 0.4 | 17 | 7 | -12 | -2.6 | -3 | 2 | -4
Cc1cccc(CSc2nc3[nH]ncc3c(=O)[nH]2)c1 | -2 | -2.8 | 6 | 2 | 4 | -4.8 | 14 | -1 | 2
O=C(N/N=C\c1ccc[nH]1)C1COc2ccccc2O1 (stereo not given) | -1 | -4.9 | -15 | 3 | 1 | -2.2 | 7 | 7 | -7
Cc1sc2nc(CN3CCOCC3)nc(Cl)c2c1C | -1 | -0.8 | -10 | -3 | 6 | -4.7 | 4 | 11 | -5
O=C(CN1CCN(C(=O)c2c(F)cccc2F)CC1)Nc1ccccc1F | 8 | 0.9 | 1 | 0 | -1 | -2.1 | 0 | 0 | -17
O=C(N/N=C\CCc1ccccc1)c1ccco1 | 0 | -1.2 | 13 | 2 | -2 | -0.4 | -17 | 10 | -2
COc1cc(/C=C/[N+](=O)[O-])ccc1OC(=O)c1cc2ccccc2oc1=O | -3 | 0.1 | 17 | -2 | 8 | 0.9 | -3 | 10 | -9
Cc1ccc(S(=O)(=O)NC(C)(C)CN2CCNCC2)cc1 | 3 | -3.0 | 9 | -3 | -8 | -2.7 | -9 | -44 | 1
COCc1cc(C)nc(SCC[N+](C)(C)CC(=O)Nc2cccc(C)c2)c1C#N | 3 | 0.3 | 1 | -3 | 6 | -1.0 | 3 | -53 | 17
Cc1ccn(CCC(=O)NC2CCCc3c2cnn3-c2cccc(C)c2C)n1 (stereo not given) | 2 | -1.4 | 13 | 1 | 6 | -3.2 | -2 | -3 | -41
CC1CCN(C(=O)CC(NC(=O)c2ccccc2Cl)c2ccccc2)CC1 (stereo not given) | 4 | -2.8 | 2 | 4 | -1 | -1.3 | -1 | 3 | -39
COc1cccc(CNCCc2c[nH]c3ccccc23)c1OCc1ccc(F)cc1 | 7 | -1.4 | -6 | 2 | -13 | -1.7 | -8 | -23 | 11
CCn1ncc([N+](=O)[O-])c1C(=O)NC1CCCCC1 | 3 | -1.3 | 4 | -4 | -3 | -3.0 | -9 | 3 | -1
COc1ccccc1N1C(=O)S/C(=C\c2ccc(C)s2)C1=O | 2 | 0.8 | 29 | 2 | -25 | 0.0 | -6 | -2 | -10
Cc1ccc(-n2ncc3c(NCCCn4ccnc4)ncnc32)c(C)c1 | 0 | · | 17 | -2 | -1 | · | · | · | ·
CC(OC(=O)CCCC(=O)Nc1ccccc1)C(=O)c1ccccc1 (stereo not given) | 1 | -0.2 | 9 | 2 | -5 | -2.8 | -1 | -9 | -22
Cc1c(OC(C(=O)O)c2ccccc2)ccc2c(-c3ccccc3)cc(=O)oc12 (stereo not given) | -6 | -0.5 | 13 | -11 | -2 | -2.0 | 6 | 16 | -18

Limited to IDE inh, IDE act and VIM-2 inhibitor, for some of the entries so far:
Molecule | IDE inh | IDE act | VIM-2 inhibitor
O=C(OCCN1CCOCC1)C(c1ccccc1)c1ccccc1 | 0 | 4 | 1.6
CC1(C)CC(=O)c2cc3c(nc2C1)CC(C)(C)CC3=O | 13 | 2 | 1.1

3 of these compounds in another layout.
CC(OC(=O)CCCC(=O)Nc1ccccc1)C(=O)c1ccccc1 (stereo not given)
- IDE act: 1
- VIM-2 inhibitor: -0.2
- SUMO HTRF inh: 9
- IDE inh: 2
- p-CIP stab down: -5
- IMP-1 inh: -2.8
- PfM18AAP inh: -1
- HCV NS3 hel inh: -9
- FID counter: -22
CC(=O)C1=C(C)OC(N)=C(C#N)C1c1cccc2ccccc12 (stereo not given)
- IDE act: 0
- VIM-2 inhibitor: 2.4
- SUMO HTRF inh: 4
- IDE inh: 3
- p-CIP stab down: 2
- IMP-1 inh: -0.2
- PfM18AAP inh: 4
- HCV NS3 hel inh: 10
- FID counter: -7
N/C(=N\OC(=O)Cc1ccccc1[N+](=O)[O-])c1cccc(Br)c1
- IDE act: 2
- VIM-2 inhibitor: -2.7
- SUMO HTRF inh: -10
- IDE inh: 1
- p-CIP stab down: 4
- IMP-1 inh: -1.5
- PfM18AAP inh: 3
- HCV NS3 hel inh: -16
- FID counter: 4

Next structures
molecule | IDE act | VIM-2 inhibitor | SUMO HTRF inh | IDE inh | p-CIP stab down | IMP-1 inh | PfM18AAP inh | HCV NS3 hel inh | FID counter
FC(F)(F)c1cccc(NC(=S)Nc2ccc(Cl)cc2Cl)c1 | -1 | -5.6 | -11 | 8 | 0 | -2.5 | 0 | 1 | 2
COc1ccc(C(=O)N2CCN(c3ccc(C)c(C)c3)CC2)cc1OC | -6 | 0.0 | -3 | -1 | 3 | -1.9 | -6 | -4 | -27
CCC1CO/C(=C(\C(Cl)=C(Cl)Cl)[N+](=O)[O-])N1 (stereo not given) | · | -5.6 | 18 | 5 | -2 | -3.1 | 8 | -1 | -1
CC(=O)Oc1ccc(-c2nc3c(C)cccc3c(=O)o2)cc1 | -7 | -0.7 | -7 | 2 | -7 | -1.4 | 0 | 4 | -12
CCOC(=O)c1cccc(C(=O)Nc2nc3ccc(OC)cc3s2)n1 | 0 | -1.1 | 24 | -2 | 10 | -1.2 | 8 | -3 | -8
COc1cc(-c2noc(C)c2/C=C/c2cccc([N+](=O)[O-])c2)cc(OC)c1OC | 3 | 3.6 | 9 | -1 | -7 | -2.7 | -8 | 1 | -27
CCC(C)NC(=O)C1=C(C)C(=O)OC12CCC(C)CC2 (stereo not given) | 6 | -1.5 | 7 | -3 | -6 | -2.6 | 5 | 9 | -8
O=C1/C(=C/c2ccccc2)CCCc2ccccc21 | 5 | -1.1 | -2 | 3 | -5 | -1.0 | -3 | 0 | 1
Cc1nc(SCC(=O)NCc2ccco2)[nH]c(=O)c1C | 4 | 0.4 | -1 | 0 | 1 | -0.3 | 1 | 0 | 3
CC(C)(C)NC(=O)c1ccc2c(c1)N(CC(=O)NC1CCCC1)C(=O)C(C)(C)O2 | 3 | -3.3 | -9 | 8 | -4 | -4.5 | 2 | -4 | -28
CCCCNC(=O)c1ccc(S(=O)(=O)c2ccc(Cl)cc2)c(NC(C)=O)c1 | -6 | -2.1 | -8 | 1 | -9 | -2.0 | 4 | 4 | -13
CC1(OC(=O)C2CCCC2)C(=O)C=C2C=C(c3ccsc3)N(C3CC3)C=C2C1=O (stereo not given) | 4 | · | 10 | -1 | 0 | · | · | · | ·
CC12CCC(C(=O)n3c1nc1ccccc13)C2(C)C (stereo not given) | 6 | -2.9 | 11 | -4 | -9 | -4.3 | 3 | -5 | -4
CCCOC(=O)c1cc(-c2ccc(/C=C3/C(=O)N(C)C(=O)C(C#N)=C3C)o2)ccc1Cl | 4 | -0.5 | · | 8 | · | 1.0 | 3 | 23 | -10
COc1ccc(CNc2nc3nc(C)c(Cl)c(C)n3n2)cc1OC | 3 | 0.5 | · | 2 | · | -0.8 | 0 | -2 | -23
CC(O)CNc1nc2sc3c(c2c(=O)n1Cc1ccco1)CCCCC3 (stereo not given) | 4 | 0.5 | -11 | -1 | -4 | 0.5 | 1 | -17 | -19
Cc1nn(-c2nnc(C)c(=O)[nH]2)c(C)c1SCC(=O)Nc1ccc(C(C)C)cc1 | -5 | -2.1 | -5 | 2 | 5 | -4.0 | 0 | 1 | -9
CCc1cccc(CC)c1NC(=O)COC(=O)C1(c2ccc(Cl)cc2)CCCC1 | 3 | -1.0 | -21 | -1 | 1 | 1.4 | 1 | 2 | -2
O=C(c1cnc2ccccc2n1)N1CCN(c2ccc(C(F)(F)F)cn2)CC1 | -10 | 0.4 | 4 | 6 | -5 | -1.4 | -10 | 0 | -17
COc1ccc(-n2c(Cc3cccn3C)nnc2SCC(=O)Nc2ccc(C(C)=O)cc2)cc1 | 3 | -2.1 | -1 | 6 | -2 | -3.1 | 1 | 17 | -37
COc1cc(/C=N/Nc2nc3c(c(=O)n(C)c(=O)n3C)n2Cc2ccccc2)ccc1OC(=O)c1ccco1 | 8 | -2.3 | -6 | -1 | 2 | -1.8 | 3 | 3 | -2
CCOc1ccc(CN2CCN(Cc3ccon3)CC2CCO)cc1 (stereo not given) | 1 | -2.5 | -4 | -2 | -3 | -3.1 | -1 | 2 | 3
Cc1ccc(CCNC(=O)CCSCc2ccc(Cl)cc2)cc1 | 6 | -1.4 | 3 | 3 | -6 | -3.4 | 5 | 2 | -9

As entered above:
Result of CC(O)CNc1nc2sc3c(c2c(=O)n1Cc1ccco1)CCCCC3 (stereo not given) in IMP-1 inh: 0.5
Result of CC(=O)C1=C(C)OC(N)=C(C#N)C1c1cccc2ccccc12 (stereo not given) in PfM18AAP inh: 4

Reformatted with values under each structure: entries from further up
Every second line gives: IDE act, VIM-2 inhibitor, SUMO HTRF inh, IDE inh, p-CIP stab down, IMP-1 inh, PfM18AAP inh, HCV NS3 hel inh, FID counter
> O=C1/C(=C/c2ccccc2)CCCc2ccccc21
    5, -1.1, -2, 3, -5, -1.0, -3, 0, 1
> CCCCNC(=O)c1ccc(S(=O)(=O)c2ccc(Cl)cc2)c(NC(C)=O)c1
    -6, -2.1, -8, 1, -9, -2.0, 4, 4, -13
> CC1(OC(=O)C2CCCC2)C(=O)C=C2C=C(c3ccsc3)N(C3CC3)C=C2C1=O (stereo not given)
    4, ·, 10, -1, 0, ·, ·, ·, ·
